MITF primary: MITF inhibitors, primary screen, biochemical, AlphaScreen, human; AID 1259374, 2018; AlphaScreen MITF homodimerization, bead proximity signal; inhibition, % at 2.6 µM; Microphthalmia-associated transcription factor (Homo sapiens), O75030; 650,000 tested, 0.91% active; in the data active means inhibition above about 50%;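 further: 0% = vehicle wells with protein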
GPR151 ag: activators of human GPR151, primary screen, cell-based, PathHunter beta-arrestin, luminescence | G-protein coupled receptor 151 (Homo sapiens), Q8TDV0 | PathHunter beta-arrestin GPR151 cells | activation, % at 11.2 µM | 650,000 tested, 1% active | AID 1508602, 2020; in the data active means activation above about 4.9%;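 further: 0% = median of compound wells and 100% = cells with positive control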
TEAD-YAP inh: TEAD-YAP interaction inhibition, primary screen, TEAD-YAP interaction inhibitor project, luminescence, HEK-TIYL cells; TEAD-Gal4/YAP UAS-luciferase luminescence; inhibition, % at 9.12 µM; 640,000 tested, 1.4% active; in the data active means inhibition above about 32%;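 further: 0% = median of test compound wells and 100% = reference inhibitor wells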
FBW7 act: FBW7 E3 ligase activators, primary screen, biochemical, AlphaScreen, human; normalized activity (activation), % at 26.1 µM; F-box/WD repeat-containing protein 7 (Homo sapiens), Q969H0; AlphaScreen FBW7–phospho-cyclin E peptide binding, activator screen; 650,000 tested, 0.13% active; in the data active means normalized activity above about 1.9%;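 further: purified mutant Fbw7 with reduced substrate affinity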
Target sequence (Q969H0 whole entry, looked up): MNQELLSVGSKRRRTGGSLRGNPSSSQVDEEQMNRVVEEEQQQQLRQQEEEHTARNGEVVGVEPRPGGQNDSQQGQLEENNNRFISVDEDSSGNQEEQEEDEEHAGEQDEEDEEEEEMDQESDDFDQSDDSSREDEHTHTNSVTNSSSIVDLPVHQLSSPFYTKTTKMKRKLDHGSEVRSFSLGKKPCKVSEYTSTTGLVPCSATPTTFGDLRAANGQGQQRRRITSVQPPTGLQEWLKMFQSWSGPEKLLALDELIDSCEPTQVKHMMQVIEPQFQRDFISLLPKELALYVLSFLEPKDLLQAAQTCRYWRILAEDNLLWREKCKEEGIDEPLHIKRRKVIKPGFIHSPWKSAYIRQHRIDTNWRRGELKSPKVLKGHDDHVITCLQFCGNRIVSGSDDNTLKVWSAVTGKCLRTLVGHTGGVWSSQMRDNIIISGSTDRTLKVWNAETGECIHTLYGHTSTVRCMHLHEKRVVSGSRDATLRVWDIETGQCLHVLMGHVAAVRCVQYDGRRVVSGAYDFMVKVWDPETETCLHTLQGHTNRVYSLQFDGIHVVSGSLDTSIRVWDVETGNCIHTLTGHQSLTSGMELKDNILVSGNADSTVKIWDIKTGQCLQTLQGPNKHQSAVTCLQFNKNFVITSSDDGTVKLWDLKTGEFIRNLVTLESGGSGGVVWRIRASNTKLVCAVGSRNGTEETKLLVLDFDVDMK
An asterisk follows results filed as active; x = no result given; & = joins results of further samples.

Fields – MITF primary | GPR151 ag | TEAD-YAP inh | FBW7 act
- O=C(CSc1nc2ccccc2c2nc(-c3ccc([N+](=O)[O-])cc3)nn12)c1ccccc1
  1 | 1.2 | 6 | -0.1
- Cc1ccc(N(CC(=O)NC2CCCC2)C(=O)CNC(=O)c2ccco2)cc1C
  4 | -0.9 | -3 | -0.1
- COc1ccc(CN2CCN(Cc3ccccc3)C(CCO)C2)cc1O (stereo not given)
  4 | -0.1 | -1 | 0.1
- O=C(OCCN1C(=O)c2ccccc2C1=O)c1nn(-c2ccccc2)cc1O
  -5 | -0.9 | -4 | -0.1
- COc1cccc2cc(C(=O)OCC(=O)c3ccc(F)cc3)c(=O)oc12
  4 | -1.4 | -5 | -0.1
- COc1ccccc1N1CCN(C(=O)CN(c2cc(Cl)ccc2OC)S(=O)(=O)c2ccc(C)c([N+](=O)[O-])c2)CC1
  1 | -0.8 | 9 | 0.6
- CCCCC1CN(CCC(=O)NCCCc2scnc2C)Cc2ccccc2O1 (stereo not given)
  -2 | -0.6 | -7 | -0.2
- CC(=O)C1=C(C)NC(=S)NC1c1ccccc1OC1CCCC1 (stereo not given)
  1 | -0.1 | 3 | -0.3
- O=C(Cn1c(C(F)(F)F)nc2ccccc21)Nc1ccccc1F
  -1 | -0.2 | -1 | -0.1
- CCOC(=O)C1=C(O)/C(=C/c2ccccc2O)N=C1C
  -6 | -0.8 | -7 | 0.0
- CC(C)(C)OC(=O)N1CCC[C@@H](NC(=O)c2cccc(-n3cc(NC(=O)Cc4ccccc4)cn3)c2)C1
  14 | 1.5 | 7 | 0.0
- NS(=O)(=O)c1ccc(CCNC(=O)CSc2nc3ccccc3c(=O)n2CCCC(=O)NCc2ccccc2)cc1
  -4 | -1.3 | 2 | 0.1
- O=C1Nc2ccccc2/C1=c1\sc2nc3ccccc3n2c1=O
  -4 | -0.6 | 1 | -0.1
- C=CCN1C(=O)/C(=C\c2ccncc2)SC1=S
  30 | -0.6 | -2 | -0.1
- O=C(COc1ccccc1Cl)NNC(=O)c1ccc2ccccc2c1
  17 | -1.3 | -15 | 0.2
- O=S1(=O)Nc2ccc(O)cc2-c2cc(Cl)ccc21
  8 | -0.1 | -5 | 0.4
- CCN1CCN(C(=O)c2cc3c(C)nc4ccccc4c3o2)CC1
  -7 | -0.2 | -8 | 0.1
- CCOC(=O)C1=C(CSc2nc(-c3cccs3)ccc2C#N)OC(N)=C(C#N)C1c1ccccc1OC (stereo not given)
  8 | 2.0 | -16 | -0.1
- O=C(CSc1n[nH]c(=O)[nH]c1=O)N/N=C/c1ccccc1OCc1ccccc1
  1 | -1.0 | 4 | 0.1
- CC(c1ccccc1)N1C(=O)c2ccc(C(=O)NCc3ccco3)cc2C1=O (stereo not given)
  11 | -0.1 | 8 | -0.2
- COc1cc(C=O)cc(OC)c1OS(=O)(=O)c1ccccc1
  0 | -0.2 | 8 | 0.0
- N#Cc1ccccc1OCC(=O)OCc1ccc(Cl)cc1
  4 | -0.6 | 0 | 0.2
- Cc1ccc2c(nc3s/c(=C/c4cn(Cc5ccccc5)c5ccccc45)c(=O)n32)c1C
  7 | 0.4 | -3 | 0.0
- CCCC(=O)NNc1nc2c(c(=O)n1-c1ccccc1)C1(CCCC1)Cc1ccccc1-2
  2 | -0.6 | 0 | 0.8
- Cc1ccc(N=C(NOCc2ccccc2[N+](=O)[O-])c2nonc2N)cc1
  5&9 | -1.5&1.4 | 4&-2 | 1.4&0.2
- Cc1c(C)n2c(SCC(=O)NC3CCCC3)nnc2[nH]c1=O
  1 | 2.5 | 1 | 0.0
- CN(C)c1ccc(C2/C(=C(/O)c3ccc(F)cc3)C(=O)C(=O)N2CCO)cc1 (stereo not given)
  22 | -0.5 | 2 | 0.2
- CCOc1ccc(NS(=O)(=O)c2ccc(NC(=O)c3ccccc3SC)cc2)cc1
  -10 | 1.8 | -5 | -0.1
- O=C(NC1CCCCC1)NS(=O)(=O)c1ncn(Cc2ccccc2)n1
  9 | 0.9 | 6 | 0.7
- CCOc1ccccc1OCCC(=O)OCC(=O)c1ccc[nH]1
  12 | 0.4 | 2 | 0.2
- CCOc1ccc(OCC)c(NC(=O)CCCN2C(=S)NC(C)(C)CC2C)c1 (stereo not given)
  -4 | -0.8 | -4 | -0.1
- COc1ccc(OC)c(C2C3=C(N=C4SCC(=O)N42)C2CCN3CC2)c1 (stereo not given)
  -1 | 0.8 | 3 | 0.0
- Cc1cc(C)c(-n2nnn(C3CC(=O)C4OCC3O4)c2=S)c(C)c1 (stereo not given)
  -3 | -0.3 | 8 | -0.2
- CCOC(=O)N1CCN(Cc2ccc3c(c2)CN(C(=O)CC2=CCCCC2)CCO3)CC1
  3 | -1.3 | -3 | -0.1
- O=C(NNC(=S)NCc1ccc2c(c1)OCO2)c1ccc2ncsc2c1
  -2 | 0.4 | -2 | -0.2
- CC(=O)Nc1ccc(NCN2C(=O)CCC2=O)cc1
  1 | -2.4 | 9 | 0.1
- COc1cccc(/C=C/C(=O)NNC(=O)CC23CC4CC(CC(C4)C2)C3)c1OC
  -45 | 0.7 | 12 | 0.4
- O=C1c2cccc([N+](=O)[O-])c2C(=O)N1CCc1ccc(Cl)cc1
  16 | 0.3 | 17 | 0.0
- COc1cc(CNn2cn[nH]c2=S)ccc1OCC(N)=O
  -6 | -1.5 | 1 | -0.1
- COc1ccc(Cc2cc(C(=O)NCc3ccon3)on2)cc1
  -2 | -0.8 | -4 | 0.0
- COc1ccc(NC(=O)c2ccc(S(=O)(=O)N3CCc4ccccc4C3)cc2)c2ccccc12
  17 | 1.2 | -2 | 0.1
- CCOc1ccc2[nH]c(=O)c(CN(CCCO)C(=O)Nc3ccc(C)cc3)cc2c1
  10 | 0.9 | 10 | 0.5
- Cc1cc2c(cc1C)N(C(=O)CSc1nc3ccccc3[nH]1)C(C)(C)CC2C (stereo not given)
  -4 | -0.2 | -12 | 0.1
- O=C(c1ccco1)N1C(=O)c2cccc3cccc1c23
  12 | 1.3 | 10 | -0.1
- COc1ccc(NC(=O)Cn2c3ccccc3c(=O)c3ccccc32)c(OC)c1
  -6 | -0.8 | 14 | 0.0
- CCOC(=O)C(Cc1ccccc1)C(=O)Nc1ccc(Cl)cc1Cl (stereo not given)
  2 | 0.1 | -8 | 0.1
- Cc1c(Nc2cc(Cl)c3nonc3c2[N+](=O)[O-])c(=O)n(-c2ccccc2)n1C
  6 | -3.2 | 13 | 0.0
- CCOC(=O)CN(C)Cc1ccc(OCC(O)CN2CCc3ccccc3C2)cc1 (stereo not given)
  -4 | 2.4 | 1 | 0.0
- O=C(CCc1nnc(Cc2c[nH]c3ccccc23)o1)N1CCCCC1CCn1cccn1 (stereo not given)
  -11 | 2.4 | -11 | -0.1
- O=C(CN1C(=O)c2ccccc2C1=O)NCCOc1ccccc1
  16 | -1.0 | 8 | 0.1
- CCCOc1ccc(NC(=O)C2OC3OC(C)(C)OC3C3OC(C)(C)OC23)cc1 (stereo not given)
  17 | 0.4 | 11 | 0.4
- O=S(=O)(c1ccc(-c2ccc(S(=O)(=O)N3CCC4(CC3)OCCO4)cc2)cc1)N1CCC2(CC1)OCCO2
  2 | 0.6 | 7 | -0.1
- COc1ccc(/C=N/Nc2nc3ccccc3nc2C)cc1OC
  -2 | 0.3 | -19 | -0.1
- COc1cccc(NC(=O)CCCOc2ccc(C)cc2)c1
  0 | 0.7 | -5 | 0.0
- CCn1c(C)c(C2=CCN(S(=O)(=O)c3cccc([N+](=O)[O-])c3)CC2)c2ccccc21
  20 | -0.5 | 2 | -0.4
- O=C(Nc1c(F)cccc1F)c1cnc2n(c1=O)CCS2
  12 | -0.3 | -4 | 0.1
- COc1ccc(/C=N/NC(=O)CCCC(=O)N/N=C/c2ccc(OC)cc2)cc1
  12 | 2.4 | -3 | 0.1
- N#Cc1cc2c(nc1SCc1ccccc1)CCCC2=O
  -2 | 0.9 | -3 | -0.1
- CCc1ccccc1OCC(=O)Nc1ccc(C(=O)O)cc1
  -2 | -1.8 | -13 | -0.1
- CCOC(=O)N=S(N)(=O)c1ccc(Cl)cc1 (stereo not given)
  5 | 0.6 | -1 | 0.1

Remaining list, next part.
canonical_smiles	MITF primary	GPR151 ag	TEAD-YAP inh	FBW7 act
N#Cc1ccccc1NC(=O)COC(=O)c1cc(-c2ccco2)nc2ccccc12	48	-0.5	18	-0.1
NC(=O)COC(=O)c1ccc(S(=O)(=O)N2CCCCCC2)cc1	14	-1.1	9	0.0
O=C1CCCC(O)=C1N=Nc1ccccc1C(=O)O	0	1.5	1	-0.1
Cc1ccc(NN=Nc2ccc([N+](=O)[O-])cc2)cc1	-10	0.6	1	-0.2
CCOc1cc(C(=O)Nc2noc3ccccc23)cc(OCC)c1OCC	11	-0.3	-3	0.2
O=C(Nc1ccccc1C(=O)N1CCCCC1CCO)c1ccco1 (stereo not given)	-13	-1.2	10	-0.1
CCOc1ncccc1C(=O)OCc1ccc(C#N)cc1	8	2.7	1	0.7
Cc1cccc(CCNS(=O)(=O)c2c(C)n[nH]c2C)c1	-4	-1.0	-3	-0.1
CCOC(=O)c1c(NC(=O)c2ccc(Br)s2)sc2c1CCN(C)C2	0	1.5	-7	0.1
COC(=O)NNC(=S)NC(=O)c1ccccc1	13	-1.2	14	0.3
COc1cccc(CC2(CO)CCCN(Cc3ccc(C)s3)C2)c1 (stereo not given)	-3	-1.7	-4	-0.2
O=C(Nc1ccccc1C(F)(F)F)NC1CCN(Cc2ccccc2)CC1	-7	-1.3	4	0.0
CCC(CC)CN1CCc2c(C(=O)OC)c(OCCCN(C)C)cc(=O)n2CC1	4	-1.2	-1	0.0
Cc1cccc(CC(=O)N2CCc3c(nc(N4CCCC4)[nH]c3=O)C2)c1	-3	-0.1	-4	0.2
CC(O)CNc1nc2ccccc2n1CC(=O)NCC1CCCO1 (stereo not given)	-5	3.2	0	-0.1
Cc1ccc(CNC(=O)CSc2nc(Nc3ccc(F)cc3)c3ccccc3n2)cc1	5	-1.1	6	0.9
NC(=O)c1ccc(-n2nnnc2SCC(=O)c2ccc([N+](=O)[O-])cc2)cc1	9	0.2	5	-0.2
COCCNC(=O)c1ccc(S(=O)(=O)N2CCC(C)CC2)cc1	4	-1.3	4	0.3
COc1cccc(OC)c1CNc1nc(C)c(-c2ccn(CCN(C)C)n2)s1	17	-0.5	-4	-0.1
Cc1sc2ncnc(N/N=C/c3cc4c(cc3[N+](=O)[O-])OCO4)c2c1C	5	1.4	-1	0.1
CC(C)(C)C(=O)CC1(C(F)(F)F)NN=C(c2ccccc2)S1 (stereo not given)	-6	-1.8	-8	0.2
CC(C)CC(O)C1CCN(C(=O)CCc2nnc(-c3ccccc3)o2)CC1 (stereo not given)	-1	1.6	2	-0.1
NC(=O)c1ccc(-c2nc(NC3CCN(Cc4ccccc4)CC3)c3ncn(Cc4ccc(C(F)(F)F)cc4)c3n2)cc1	21	1.9	2	-0.1
COc1ccc(Br)cc1C(=O)Nc1ccc(Cl)cn1	-4	-0.4	-15	-0.1
Cc1cccc(CN2CCC(N3CCOCC3)CCC2=O)c1 (stereo not given)	6	0.8	7	-0.1
COc1ccc(S(=O)(=O)N(CC(=O)NCc2ccncc2)c2ccc(C)cc2)cc1	-1	-0.8	5	0.2
C=CCSC1=C(C#N)C(c2ccc(OCc3ccccc3)cc2)CC(=O)N1 (stereo not given)	-10	-0.1	33*	0.1
COc1ccc(-c2nn(C)c3sc(C(=O)NCCN4CCOCC4)cc23)cc1OC	-11	-0.4	-4	0.2
Cc1[nH]c2ccccc2c1C(=O)CSc1nc(N)cc(=O)[nH]1	6	5.8*	10	0.0
NC(=O)c1cc(N)c2c(c1N)C(=O)c1ccccc1C2=O	21	-2.6	-2	-0.6
Cc1cccc(-n2c(=O)c3ccccc3n3c(=S)[nH]nc23)c1	2	0.4	-3	0.1
O=C(NC1CCCCC1)c1cc(-c2cccnc2)nc2ccccc12	5	0.4	-4	0.0
Fc1ccccc1-c1cnn2c(NCCc3cccnc3)ccnc12	-5	-1.7	91*	-0.3
CCN(CC)C(=O)CN(c1ccc(C)cc1)S(C)(=O)=O	-5	3.0	6	0.2
CCN(CC)Cc1ccc(O)c2ncccc12	93*	-2.1	51*	-1.1
CCC(=O)N=c1sc2cc(F)ccc2n1CC	10	-0.5	-9	0.1
CCN(CC)CCCNC(=O)CC1Oc2ccc(C)cc2NC1=O (stereo not given)	8	-0.3	10	0.3
COc1ccc2c(c1)c(C1=C(c3c[nH]c4ccccc34)C(=O)NC1=O)cn2CCCN(C)C	17	-1.8	x	x

Complete entries as entered above.
`Cc1ccc(CNC(=O)CSc2nc(Nc3ccc(F)cc3)c3ccccc3n2)cc1` in the list: MITF primary = 5; GPR151 ag = -1.1; TEAD-YAP inh = 6; FBW7 act = 0.9
`CCOc1ccc(NS(=O)(=O)c2ccc(NC(=O)c3ccccc3SC)cc2)cc1` in the list: MITF primary = -10; GPR151 ag = 1.8; TEAD-YAP inh = -5; FBW7 act = -0.1

Compounds from the list above that have bromine (2):
canonical_smiles	MITF primary	GPR151 ag	TEAD-YAP inh	FBW7 act
CCOC(=O)c1c(NC(=O)c2ccc(Br)s2)sc2c1CCN(C)C2	0	1.5	-7	0.1
COc1ccc(Br)cc1C(=O)Nc1ccc(Cl)cn1	-4	-0.4	-15	-0.1

Bioassay records deposited in PubChem BioAssay by The Scripps Research Institute Molecular Screening Center.

Compounds as they come; about 3.5% have a hit in one of these screens.
